Screening data (PubChem BioAssay)
12-LOX inh: Primary qHTS assay for inhibitors of human arachidonate 12S-lipoxygenase (ALOX12): Round 2 | Polyunsaturated fatty acid lipoxygenase ALOX12 (Homo sapiens), P18054 | purified 12hLO, xylenol orange hydroperoxide absorbance | 580,000 compounds, 1.1% hits | Potency, µM (series often up to 108 µM), inactives show top-dose activity change, negative = inhibition, hits mostly inhibitors | AID 1671190, 2021; active = well fitted inhibition curve with a large enough effect; inconclusive = small, poorly fitted or top-dose-only effect, or another doubt; inactive = no such curve, though single readings can be large or run the other way
Target sequence (P18054 whole entry, looked up): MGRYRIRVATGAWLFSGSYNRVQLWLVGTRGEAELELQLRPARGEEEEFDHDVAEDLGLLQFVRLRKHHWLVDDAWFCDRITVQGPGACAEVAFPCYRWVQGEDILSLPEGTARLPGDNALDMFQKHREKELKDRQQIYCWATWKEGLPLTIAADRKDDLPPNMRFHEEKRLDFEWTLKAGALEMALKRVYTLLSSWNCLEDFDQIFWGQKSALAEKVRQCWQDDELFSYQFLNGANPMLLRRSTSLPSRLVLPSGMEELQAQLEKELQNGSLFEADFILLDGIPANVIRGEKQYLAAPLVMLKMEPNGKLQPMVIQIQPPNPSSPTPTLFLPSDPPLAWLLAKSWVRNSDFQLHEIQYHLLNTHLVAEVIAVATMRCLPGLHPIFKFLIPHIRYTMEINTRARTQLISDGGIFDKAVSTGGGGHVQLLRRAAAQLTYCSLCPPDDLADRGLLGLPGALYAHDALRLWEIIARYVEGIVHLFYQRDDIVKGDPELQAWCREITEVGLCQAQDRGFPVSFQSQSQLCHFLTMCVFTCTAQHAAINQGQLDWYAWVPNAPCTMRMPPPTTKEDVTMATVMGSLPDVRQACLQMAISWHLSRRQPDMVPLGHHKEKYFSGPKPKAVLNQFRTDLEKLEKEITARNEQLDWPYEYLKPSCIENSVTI
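Hydroperoxide product was detected by ferrous iron/xylenol orange as the 573 to 405 nm absorbance ratio. Arachidonic acid at 40 uM (final) was turned over for 30 min at room temperature by 150 nM human 12hLO, pH 7.0 Hepes buffer, after 15 min compound preincubation.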
Active calls of the source: *; ? = inconclusive; [ ] = dose if it differs, or a comment. % is scaled to controls: 0 for no effect and ±100 for the full control effect; potency is read from the fitted curve at half-maximal effect. Not all compounds are listed. The share of hits here may be higher or lower than overall.

SMILES	12-LOX inh
Cc1oc2cc(OCC(=O)NCCCOC(C)C)ccc2c(=O)c1-c1ccccc1	0%
O=C(CSc1nnc(-c2ccc(Cl)cc2)n1Cc1ccco1)N1CCCCC1	-61%
CCOC(=O)c1oc2ccccc2c1Cn1cc(C(F)(F)F)ccc1=O	-18%
Cc1ccc(Sc2csc(-c3ccccc3)n2)cc1	34%[activator]
COc1ccc(-c2coc3c(C(=O)NCc4ccc(OC)c(OC)c4)cccc23)c(C)c1	?
CC(=O)N[C@@H]1CCC[C@@H](C(=O)NCc2cc(C)on2)CC(=O)N(C)C1	35%[activator][176 µM]
O=C(c1ccco1)N1CCN(C(=O)c2cnn(-c3ccc(F)cc3)c2-n2cccc2)CC1	?
Cn1c(=O)c2c(nc(Cl)n2CC(=O)N(C2CCCC2)C2CCS(=O)(=O)C2)n(C)c1=O (stereo not drawn)	2%
O=C(c1ccc(S(=O)(=O)Cc2cc(F)ccc2F)c([N+](=O)[O-])c1)N1CCOCC1	-11%
CCCCC[C@@H](C)N1C[C@@H](COCc2ccccc2)Oc2cc(N3CCC[C@H]3COC)ccc2S1(=O)=O	?
COCCc1noc([C@@H]2CN(Cc3ccoc3)C[C@H]2CO)n1	-2%
Cc1ccc(OCCN(C)C(=O)c2cc(=O)[nH]c3ccccc23)cc1	-5%
Cc1c(-c2ccccc2)oc2c(C(=O)N3CCC(C)CC3)cccc2c1=O	-9%
O=C(c1ccco1)N1CC2(CC(c3ccc(Cl)cc3)=NO2)CN1Cc1ccc(Br)cc1 (stereo not drawn)	?
CCN1CCC2(Cc3ccccc3CN(C(=O)Cc3ccccc3)C2)C1 (stereo not drawn)	4%[6.33 µM]
CN1C(=O)CCC2(CNC(=O)Nc3ccc4c(c3)OCCO4)CCC=C12 (stereo not drawn)	26%
O=C(Nc1ccncc1)C1=NO[C@@H]2CN(CCc3ccccc3)C[C@H]12	-4%[176 µM]
Cc1cn2c3c(=O)[nH]c(=O)n(C)c3nc2n1CCN1CCN(Cc2ccc(F)cc2)CC1	6%
Cc1ccc(-c2cnc(CCC(=O)NCCN3CCOCC3)o2)cc1C	10%
Cc1[nH]n(-c2nc(-c3ccccc3)cs2)c(=O)c1CC(=O)Nc1cccc(Cl)c1	-21%

Quoted from the listing.
Under 12-LOX inh, Cc1ccc(-c2cnc(CCC(=O)NCCN3CCOCC3)o2)cc1C is listed with 10%
Under 12-LOX inh, CN1C(=O)CCC2(CNC(=O)Nc3ccc4c(c3)OCCO4)CCC=C12 (stereo not drawn) is listed with 26%
Under 12-LOX inh, Cn1c(=O)c2c(nc(Cl)n2CC(=O)N(C2CCCC2)C2CCS(=O)(=O)C2)n(C)c1=O (stereo not drawn) is listed with 2%
Under 12-LOX inh, Cc1oc2cc(OCC(=O)NCCCOC(C)C)ccc2c(=O)c1-c1ccccc1 is listed with 0%
Under 12-LOX inh, COCCc1noc([C@@H]2CN(Cc3ccoc3)C[C@H]2CO)n1 is listed with -2%

Returning to the listing; the 3 compounds before the break are reprinted first.
SMILES	12-LOX inh
Cc1cn2c3c(=O)[nH]c(=O)n(C)c3nc2n1CCN1CCN(Cc2ccc(F)cc2)CC1	6%
Cc1ccc(-c2cnc(CCC(=O)NCCN3CCOCC3)o2)cc1C	10%
Cc1[nH]n(-c2nc(-c3ccccc3)cs2)c(=O)c1CC(=O)Nc1cccc(Cl)c1	-21%
CCCCCNC(=O)C(C#N)c1nc2ccccc2nc1OC(C)C (stereo not drawn)	-25%
CC1CCc2nc3ccccc3c(C(=O)NC3CCCCCC3)c2C1 (stereo not drawn)	-22%
CC1CCCN(C(=O)CN2CCCc3nc(-c4ccccc4)ncc3C2=O)C1 (stereo not drawn)	16%
CNC(=O)NC[C@H]1CCN(Cc2ccccc2C#N)C[C@H]1N(C)C	52%[activator]
CNS(=O)(=O)Cc1ccccc1CNC(=O)c1cc(Br)ccc1Cl	-12%
COC(=O)C(C(=O)OC)c1ccccc1NC(=O)OCc1ccccc1	-6%
CCO[C@H]1[C@H](NC(=O)c2cccnc2)c2ccccc2C12CCN(C(=O)c1ccoc1)CC2	8%
COC(=O)C(C)Oc1ccc2c(-c3ccccc3)cc(=O)oc2c1 (stereo not drawn)	9%
CC1CCC(NC(=O)c2ccc3ccccc3n2)CC1 (stereo not drawn)	10%
COc1cc2c(cc1OC)/C(=C/S(=O)(=O)c1cccc(C)c1)NCC2	?
Cc1ccc(-n2c(SCC(=O)Nc3ccc(F)c(Cl)c3)nc3c(=O)[nH]cnc32)cc1	?
COc1cccc(CC(=O)NCCC2CCN(C(=O)Nc3ccccc3C)CC2)c1	16%
Cc1cccc(C)c1NC(=O)C1(C)CSCC(=O)N1CCc1ccccc1F (stereo not drawn)	0%
CC(C)c1ccc(CC(=O)N2CCCc3ncc(C(=O)NCc4cccc(Cl)c4)cc32)cc1	-2%
Cn1c(SCC(=O)NCc2ccco2)nnc1-c1ccc2c(c1)OCCO2	3%
CCN(CC)C(=O)c1cc(-c2ccc(Br)cc2)nc2ccccc12	18%
O=C(Nc1ccc(N2CCOCC2)cc1)C1CN(S(=O)(=O)C2CC2)CC12CCCCC2 (stereo not drawn)	23%
CC(Nc1nc2c(c(=O)[nH]c(=O)n2C)n1CCCc1ccccc1)c1ccccc1 (stereo not drawn)	-4%
CCn1cnc2c1c(=O)n(CC(=O)Nc1ccc3c(c1)OCCO3)c(=O)n2Cc1ccccc1	?
CCNC(=O)OC[C@H]1O[C@H](C#Cc2ccc(C(C)(C)C)cc2)C=C[C@H]1O	-28%
O=C(c1ccno1)N1CCOC[C@H](Oc2ccc(C(F)(F)F)cc2)C1	77%[activator][176 µM]
COc1ccc(OC)c(CN2CCCC(COc3ccccc3C(=O)N3CCCC3)C2)c1 (stereo not drawn)	49%
Cc1cccc(-c2nnc(SCc3cn4cccc(C)c4n3)o2)c1	?
NCc1cc(NC(=O)c2ccccn2)cc(C(=O)N2CC[C@H]3CNC[C@H]32)c1	55%[activator]
COc1ccccc1OCCN1C(=O)C2(CCOCC2)CC1c1nnnn1C(C)(C)C (stereo not drawn)	13%
O=c1c2c(CO)c(-c3ccccc3)nn2ccn1Cc1cc(F)ccc1F	48%[activator]
CC1CCN(C(=O)CN(C)CC(=O)Nc2c(Cl)cccc2Cl)CC1	30%
CN(CC(=O)NCc1cccs1)CC(=O)Nc1ccccc1Cl	?
CC(C)c1ccc(N2C(=O)[C@@H]3C[C@@H](NC(=O)C4CCN(c5nccc(C(F)(F)F)n5)CC4)CCN3C2=O)cc1	2%
CCOC(=O)N1CCN(Cc2nc3c(c(=O)n(C)c(=O)n3C)n2CC(=O)OC)CC1	-17%
COc1ccc2[nH]c(=O)c(CN(C(=O)c3ccccc3Cl)c3ccccc3)cc2c1	-34%
C[C@H](CO)N1C[C@H](C)[C@@H](CN(C)S(=O)(=O)c2ccccc2F)OCc2cnnn2CCCC1=O	-7%
COCc1nnc2n1CCC(NC(=O)CCc1ccc(OC)cc1)CC2 (stereo not drawn)	16%
COc1ccccc1-c1ccnc(N[C@H]2CO[C@H]3[C@@H]2OC[C@@H]3NC(=O)Nc2cccc(C(F)(F)F)c2)n1	8%
CC(C)c1cc(C=O)c(O)c(C=O)c1	?
Cc1ccc(NC(=O)c2ccc(CSc3ccc(Cl)cc3)cc2)c(C)c1	-20%
CCOC(=O)c1cccc(NS(=O)(=O)c2cc(-c3nn(C)c(=O)c4c3CCCC4)ccc2CC)c1	7%
CCOC(=O)C1=CCN(S(=O)(=O)c2ccc(Cl)cc2)C1c1cccc(F)c1 (stereo not drawn)	-25%
CN1c2cccnc2CN(Cc2ccccn2)CC[C@H]1CO	126%[activator][176 µM]
Cc1cnn(CCC(=O)N2CC(F)(F)C[C@H]2c2nnc(C)o2)c1	5%

Filtered by structure: the compounds so far containing an aryl thioether with sulfur outside any ring.
SMILES	12-LOX inh
O=C(CSc1nnc(-c2ccc(Cl)cc2)n1Cc1ccco1)N1CCCCC1	-61%
Cc1ccc(Sc2csc(-c3ccccc3)n2)cc1	34%[activator]
Cc1ccc(-n2c(SCC(=O)Nc3ccc(F)c(Cl)c3)nc3c(=O)[nH]cnc32)cc1	?
Cn1c(SCC(=O)NCc2ccco2)nnc1-c1ccc2c(c1)OCCO2	3%
Cc1cccc(-c2nnc(SCc3cn4cccc(C)c4n3)o2)c1	?
Cc1ccc(NC(=O)c2ccc(CSc3ccc(Cl)cc3)cc2)c(C)c1	-20%

Next entries follow.
SMILES	12-LOX inh
CN1CC(=O)N(C2CCNC2)Cc2c(NCCc3cccc(F)c3)ncnc21 (stereo not drawn)	?
COc1ccccc1Nc1nc(-c2ccc(O)c(C(N)=O)c2)cs1	?
CCN1CCN(c2nc(-c3ccccc3)nc3cc(OC)c(OC)cc23)CC1	?
COc1cccc(CCC(=O)N2CCCC(Cc3nc(C4CCOCC4)no3)C2)c1 (stereo not drawn)	?
Cc1cccc(S(=O)(=O)N2[C@@H]3CC[C@H]2CC(NC(=O)c2ccc(F)cc2)C3)c1 (stereo partly drawn)	3%
COCCNC(=O)[C@@H]1C[C@@H](O)CN1C1CCN(C(=O)c2ccc(OC)nc2)CC1	16%
COc1ccc(C2(C(=O)N3CCC4(CC3)NCCc3c4[nH]c4ccccc34)CC2)cc1	?
COc1ccc(N2Cc3c(ncnc3N3CCOCC3)N(C)CC2=O)cc1	-1%
COCC(=O)N1CC[C@]2(O)CCN(C(=O)c3ccc(OC)o3)C[C@@H]2C1	71%[activator]
CCCCNC(=O)CCc1cc2ccc(C)cc2[nH]c1=O	20%
CCN(Cc1ccncc1)C(=O)C1(Oc2ccc(C)cc2)CCNCC1	?
Cc1ccc2oc(C(=O)NCC(c3cccs3)N3CCCCC3)cc(=O)c2c1 (stereo not drawn)	11%
O=C(CC1CCCC1)N1CCC2(CC1)CC(N(Cc1ccccc1)C1CC1)CCO2 (stereo not drawn)	0%
Cc1nnc(-c2cc(NCc3cccs3)ccn2)n1C1CCCCC1	0%[176 µM]
Fc1ccc(Br)cc1-c1nc2cc3c(cc2[nH]1)OCCO3	8%
N#Cc1ccc(NCc2cccc(NC(=O)C3CC3)c2)nc1	-31%
Cc1cc(-c2cnc3n[nH]c(-c4ccccc4)c3n2)ccn1	-11%[176 µM]
CCN1C(=O)CCN(C(=O)CCc2ccc(OC)cc2)CC12CCOCC2	8%
CCNC(=O)N1CCC2(CC1)CC(N(C(=O)c1ccccc1)C1CC1)CCO2 (stereo not drawn)	7%
Cc1ccc(NC(=O)CSCc2nc3ccccc3c(=O)[nH]2)cc1	11%
COc1ccc(CNC(=O)[C@@H]2Cc3cn(Cc4cccnc4)c4cccc(c34)[C@H](CC(C)C)N2)cc1	46%[activator]
CN(C)C(=O)C1CN(C(=O)Nc2ccc(F)cc2)CC12CCOCC2 (stereo not drawn)	26%
Cc1cc(C)c(C#N)c(Sc2nc(C)c([N+](=O)[O-])c(C)c2C#N)n1	-2%
CCCCn1c(CCC(=O)Nc2ccccc2C(C)(C)C)nc2c1c(=O)[nH]c(=O)n2CCC	8%
CC(=O)Nc1ccc2oc(-c3cccc4ccccc34)nc2c1	-1%
Cc1ccccc1CCNC(=O)C1CC2CCCC(C1)C2=O (stereo not drawn)	-3%
CC(=O)Nc1ccc(NC(=O)COC(=O)c2ccc3ccccc3n2)cc1	?
C[C@H]1CN([C@@H](C)CO)S(=O)(=O)c2ccc(C#CC3CC3)cc2O[C@@H]1CN(C)S(C)(=O)=O	?
Cc1cccc(C(=O)NCc2nnc(SCC(=O)NCc3ccccc3)n2-c2ccccc2)c1	?
c1cc2nc(C3CCCCC3)[nH]c2cn1	34%[176 µM]
CCc1nc2c(OCC(=O)c3ccc(Cl)cc3Cl)cccn2c1N(C)C(=O)c1cccs1	?
CNC(=O)c1cnn2c1CN(C(=O)c1ccccc1F)CC2	8%[6.33 µM]
CN(Cc1cccc2ccccc12)C(=O)Cc1cn(C)c2ccccc12	-13%
CC(C)(C)NC(=O)C1c2ccccc2OCC(=O)N1Cc1cccnc1 (stereo not drawn)	-7%
Cc1ccc(SCCNC(=S)NC2CC2)cc1	-52%
O=C(c1ccc(F)c(F)c1)N1CCC[C@H]1c1nc(-c2ccccc2)no1	22%
O=C(NCC(F)F)C1CN(Cc2ccccc2)C(=O)N1 (stereo not drawn)	37%[activator][176 µM]
CC(C)N1CCC(N2CCN(Cc3cn[nH]c3-c3cccc(F)c3)CC2CCO)CC1 (stereo not drawn)	108%[activator]
Cn1ccnc1C(=O)N1CCC(C(=O)N2CCCCCCNC(=O)CC2)CC1	48%[activator]
CCn1c(CO)nnc1C1CC(NC(=O)c2cnc3sccn3c2=O)C1 (stereo not drawn)	35%
COC[C@@]12CC[C@@H](N3CCOCC3)C[C@H]1CCN(Cc1cccc3nonc13)C2	-28%
Cc1cnc(CC2CCN(S(=O)(=O)c3ccc4c(c3)CCC4)C2)n1CC1CC1 (stereo not drawn)	-6%
COc1ccc2c(c1)cc(C(=O)Nc1cccc(C)c1C)n2C	-26%
O=C(C1CCCCC1)N1CCCC(n2cc(-c3nc(-c4ccccc4)no3)nn2)C1 (stereo not drawn)	?
CC(C)CNC(=O)Cn1ccc2c(Cl)cccc21	1%
O=C(CN1C(=O)CNC1=O)NCc1cccnc1Oc1ccccc1F	9%
COc1ccc2c(c1)c(C(C(=O)O)N1CCN(CCC#N)CC1)cn2CC(=O)O (stereo not drawn)	?
Cc1cc(NC(=O)c2ccc(OCC3CCCO3)cc2)ccc1Br (stereo not drawn)	-17%
C[C@H](CO)N1C[C@H](C)[C@@H](CN(C)Cc2cccnc2)OCc2cnnn2CCCC1=O	0%
COCCNC(=O)[C@H]1[C@H](CO)[C@H]2Cn3c(ccc(-c4ccc(F)cc4)c3=O)[C@@H]1N2C(=O)NC(C)C	-15%
Cn1cc(/C=C(\NC(=O)c2ccccc2)C(=O)NCCCn2ccnc2)c2ccccc21	?
Cn1nccc1CN1CCC(n2cc[nH]c2=O)CC1	27%[176 µM]
